SENP8 inh: human SENP8 protease inhibitors, primary screen, biochemical, fluorescence, Nedd8 protein substrate, uHTS | Sentrin-specific protease 8 (Homo sapiens), Q96LD8 | recombinant SENP8 | inhibition, % at 20 µM | actives 0.64% (n = 360,000) | AID 602440, 2012; in the data active = inhibition mostly above about 40%, no sharp cut-off; inactive = mostly below about 27%
SENP1 FRET inh: human SENP1 catalytic domain inhibitors, primary screen, biochemical, FRET, uHTS. actives 0.21% (n = 360,000). recombinant SENP1 catalytic domain, CyPet-SUMO1-YPet FRET cleavage. inhibition, % at 10 µM;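 active = inhibition at least 30% at 10 µM, raw YFP signal under a set limit, fluorescence ratio 0.5 to 1.5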;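 note: 0% = enzyme with DMSO and 100% = no enzyme wells; some results filed as inactive read as strong as hits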
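Controls: no-enzyme wells low, DMSO-plus-enzyme wells high control. Test system: human recombinant His6-tagged SENP1 catalytic domain enzyme. Reagent: SFCypet-SUMO1-SFYpet FRET protein substrate, 25 nM final. Doses: one dose per compound, 10 µM, 0.5% DMSO. Detection: FRET, CFP and YFP emission. Timing: 50 min reaction at room temperature.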
ATG4B inhibitor: ATG4B protease inhibitors, primary screen, biochemical, fluorescence, uHTS. Cysteine protease ATG4B (Homo sapiens), Q9Y4P1. ATG4B cleavage of LC3-PLA2, NBD-HPC fluorescence, 1 h. inhibition, % at 8.33 µM. actives 0.51% (n = 340,000). AID 504462, 2011; in the data active = inhibition above about 40%
MPTP inh: mitochondrial permeability transition pore inhibitors, primary screen, biochemical, isolated mouse mitochondria, absorbance; Ca2+ swelling absorbance, 30 min; inhibition, % at 10 µM; actives 1.4% (n = 360,000);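 active = inhibition of 50% or more, scaled per plate between neutral and stimulator controls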;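 note: 0% = DMSO wells given calcium and 100% = 1 mM EGTA wells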
hIAP act: human IAP activators, primary screen, biochemical, luminescence, uHTS; activation factor at 10 µM; Intestinal-type alkaline phosphatase (Homo sapiens), P09923; AID 2524, 2010; purified human IAP, CDP-Star luminescence, 30 min; stronger effect = higher value; 1 = vehicle-only enzyme, 0 = enzyme-free background; actives 0.16% (n = 330,000);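 active = activation factor of the enzyme at least 2-fold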; note: the source names both 10 and 20 µM as test concentration; values of inactives mirror those of a sister screen read the other way
Target sequence (P09923 whole entry, looked up): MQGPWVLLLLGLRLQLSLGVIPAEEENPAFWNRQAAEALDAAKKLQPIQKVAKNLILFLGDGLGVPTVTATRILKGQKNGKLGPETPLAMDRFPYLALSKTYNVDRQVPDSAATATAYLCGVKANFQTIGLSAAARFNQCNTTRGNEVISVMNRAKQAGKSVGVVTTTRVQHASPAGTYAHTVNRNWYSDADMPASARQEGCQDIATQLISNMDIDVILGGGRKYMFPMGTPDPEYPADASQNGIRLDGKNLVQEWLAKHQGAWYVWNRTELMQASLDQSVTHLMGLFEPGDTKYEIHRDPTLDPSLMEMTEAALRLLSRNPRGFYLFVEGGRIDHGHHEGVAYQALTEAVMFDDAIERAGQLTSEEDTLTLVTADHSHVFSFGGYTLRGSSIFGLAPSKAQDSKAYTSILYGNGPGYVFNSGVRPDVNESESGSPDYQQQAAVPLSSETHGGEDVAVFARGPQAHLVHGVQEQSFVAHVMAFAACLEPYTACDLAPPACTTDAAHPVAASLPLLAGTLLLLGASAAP
PfG6PD inh: PfG6PD enzyme inhibitors, primary screen, biochemical, fluorescence intensity, uHTS | glucose-6-phosphate dehydrogenase-6-phosphogluconolactonase (Plasmodium falciparum 3D7) | PfGluPho enzyme, NADPH resazurin-diaphorase fluorescence | inhibition, % at 20 µM | AID 504690, 2011 | actives 0.78% (n = 350,000);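 active = inhibition reaching at least a set limit at 20 µM in the primary screen, cut at about 59% in these data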;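 note: 0% = DMSO wells with substrate and 100% = DMSO wells lacking glucose-6-phosphate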
GRIN3A LBD mod: binders of NR3A ligand-binding domain, primary screen, biophysical, differential scanning fluorimetry, uHTS. Glutamate receptor ionotropic, NMDA 3A (GRIN3A) ligand-binding domain. NR3A LBD differential scanning fluorimetry, Tm shift; 0% = protein alone, 100% = glycine-bound protein. Tm shift relative to glycine control, % at 25 µM. actives 2.5% (n = 340,000). AID 1259313, 2017;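 active = melting temperature shift of at least 10% of the positive control shift, at one fixed dose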
SENP6 inh: SENP6 protease inhibitors, primary screen, biochemical, luminescence, uHTS; Sentrin-specific protease 6 (Homo sapiens), Q9GZR1; AID 2599, 2010; Recombinant SENP6 catalytic domain, aminoluciferin luminescence; actives 1.8% (n = 330,000); inhibition, % at 10 µM;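 active = inhibition above about 50% at the single tested dose, limit read from the data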;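 note: plate controls were DMSO wells with enzyme for no effect and DMSO wells lacking enzyme for full effect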
Target sequence (Q9GZR1 628-1112 limits assumed): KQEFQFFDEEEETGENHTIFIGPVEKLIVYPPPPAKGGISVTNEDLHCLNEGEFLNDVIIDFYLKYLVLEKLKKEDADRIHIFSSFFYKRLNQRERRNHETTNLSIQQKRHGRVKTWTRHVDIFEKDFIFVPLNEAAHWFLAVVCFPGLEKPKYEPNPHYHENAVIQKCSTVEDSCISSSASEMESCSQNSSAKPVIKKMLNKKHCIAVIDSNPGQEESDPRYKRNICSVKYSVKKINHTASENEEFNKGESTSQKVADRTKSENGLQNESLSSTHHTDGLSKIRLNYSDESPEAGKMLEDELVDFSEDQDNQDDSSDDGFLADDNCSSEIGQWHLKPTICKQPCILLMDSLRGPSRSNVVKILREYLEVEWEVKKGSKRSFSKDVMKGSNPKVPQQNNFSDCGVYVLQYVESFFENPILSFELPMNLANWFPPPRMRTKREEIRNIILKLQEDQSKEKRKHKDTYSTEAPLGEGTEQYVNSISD
An asterisk follows results filed as active; / = not tested or not shown.

Second line of a record: MPTP inh	SENP1 FRET inh	SENP6 inh	SENP8 inh	PfG6PD inh	GRIN3A LBD mod	hIAP act	ATG4B inhibitor
- COc1ccc(OC)c(CC(NC(C)=O)C(=O)NC2CCN(S(=O)(=O)c3ccc(NC(C)=O)cc3)CC2)c1 (configuration not stated)
  -0.2	0	-3	7	-2	-2	1.2	-10
- O=C(CCn1ccc2cc(S(=O)(=O)N3CCCC3)ccc21)NCc1ccccc1
  -1.1	1	-8	4	-6	0	1.1	1
- Cc1ccc(CCc2nnc(SCC(=O)Nc3ccccc3Cl)n2-c2ccccc2)o1
  1.0	2	6	18	12	-2	1	-2
- CC(C)=CCN1CCN(Cc2cnc(C)s2)CC1CCO (configuration not stated)
  -0.8	0	-2	18	-3	0	0.93	-3
- CC(C)Cc1nc2oc3c(=O)[nH]cnc3c2c2c1CCCC2
  4.3	-11	-6	-32	-7	-6	1.1	5
- C/C(=N\Nc1nc(N2CCOCC2)nc(N2CCOCC2)n1)c1ccc([N+](=O)[O-])cc1
  -0.7	2	1	15	-21	3	0.88	2
- COc1ccc(NC(=O)COC(=O)c2c(NC(C)=O)sc(C)c2C)cc1
  -0.7	3	/	-93	-5	/	/	/
- CCOC(=O)c1c(CC(C)C)csc1NC(=O)COC(=O)c1cc(OC)c(OC)cc1[N+](=O)[O-]
  6.0	-1	-9	16	-11	-2	1	8
- CCC1CCCCN1C(=O)c1cc(-c2ccc(Cl)c(Cl)c2)on1 (configuration not stated)
  4.8	0	-9	8	8	4	0.89	8
- CC(=O)Oc1cc2oc(=O)c3c(c2cc1Cl)CCC3
  1.1	-167	21	-273	-13	2	0.99	0
- CCOc1ccc(Cl)cc1CSc1n[nH]c(C)n1
  -1.1	1	7	16	8	-1	1.1	-8
- CC(NC(=O)c1ccccc1N)c1ccccc1 (configuration not stated)
  1.1	4	2	-406	-4	-2	0.83	2
- Cc1cc(C)cc(OC(=O)CCN2C(=O)C3C4C=CC(C5CC45)C3C2=O)c1 (configuration not stated)
  0.5	-2	-5	-4	0	0	1.1	-2
- COCCCN1CN(Cc2ccccc2)CNC1=S
  -0.8	-2	2	24	-4	-4	0.91	-5
- O=C(O)c1ccc(N2C(=O)C3C4c5ccccc5C(Br)(c5ccccc54)C3C2=O)cc1 (configuration not stated)
  3.2	0	-2	22	-34	-2	1.1	0
- COc1ccccc1CNc1ccc2nnc(CCNC(=O)c3ccccc3)n2n1
  1.0	-1	0	-4	12	0	1.2	-8
- CCOc1ccc(/C=N/NC(=O)c2ccoc2C)cc1OC
  -0.5	1	81*	6	6	-5	1.1	-2
- Cc1cc(C)n(-c2ccc(C(=O)Nc3cccc(S(=O)(=O)N(C)C)c3)cc2)n1
  3.2	1	-20	26	12	3	0.95	-4
- Cc1ccccc1NC(=O)Cc1nc(COC(=O)Cc2c(F)cccc2Cl)cs1
  -0.7	3	2	0	-3	-3	0.81	20
- C[C@H]1CN(c2ccc(Br)cc2)C(=O)[C@@H]1CC(=O)Nc1ccccc1
  -4.3	0	/	-3	16	/	/	/

Later entries
Second line of a record: MPTP inh	SENP1 FRET inh	SENP6 inh	SENP8 inh	PfG6PD inh	GRIN3A LBD mod	hIAP act	ATG4B inhibitor
- COc1ccc(CN2C(=O)CN(C3CCCCCC3)C(=O)C2c2ccc(OC)c(OC)c2)cc1 (configuration not stated)
  0.4	1	-13	11	1	-1	0.95	-10
- Cc1cc(=O)oc(C)c1C(=O)NCc1c(F)cc(F)cc1F
  -2.0	-1	-1	2	-7	-1	0.99	3
- Cc1sc(N2CCN(S(=O)(=O)c3ccc4c(c3)NC(=O)CO4)CC2)nc1-c1ccccc1
  0.6	3	-2	11	15	0	0.97	-3
- COc1cccc(C(=O)Oc2c(Br)cc(Br)cc2/C=N/NC(=O)c2cc(C)[nH]n2)c1
  -1.9	-56	-5	1	20	8	1.2	23
- Cc1ccc(C2CN(C)C3(C(=O)Nc4ccccc43)C23COc2ccccc2C3=O)cc1 (configuration not stated)
  10	2	18	14	32	-3	0.86	-11
- CCOC(=O)C(=NO)C1=CSC2=NNC(C)(C)N12
  2.1	1	/	6	0	/	/	/
- COCCNC(=O)C(OC(=O)c1cc2oc(C)cc2n1C)C(C)C (configuration not stated)
  -0.7	1	-11	17	-11	-2	1.1	-7
- C[C@H](CO)N1C[C@H](C)[C@@H](CN(C)C(=O)c2ccccn2)Oc2cc(Br)ccc2S1(=O)=O
  0.0	-1	/	1	10	/	/	/
- COc1ccc(N2CCN(C(=O)CSc3nnc(CNc4ccccc4)o3)CC2)cc1
  -1.7	-2	-1	6	-1	0	1	-3
- Cc1ccc2c(c1)C(c1ccc(F)cc1)N(C(=O)C1CC1)CC(=O)N2 (configuration not stated)
  -0.7	-2	9	6	4	0	1.2	-4
- COc1cc(OC)c(C=NNC(=S)NC23CC4CC(CC(C4)C2)C3)c(OC)c1
  1.8	2	/	12	23	-13	/	-8
- O=C(O)c1ccc(-n2nnc3ccccc32)c([N+](=O)[O-])c1
  -0.9	3	-26	10	-5	-1	1.1	2
- Cc1ccc(S(=O)(=O)Oc2ccc(N3C(=O)C4C5CCC(C5)C4C3=O)cc2)cc1 (configuration not stated)
  -1.7	2	4	5	-4	0	0.9	-7
- Cc1cc(C(=O)OCC(=O)NC2CCCCC2C)c2ccccc2n1 (configuration not stated)
  0.1	6	11	-20	-6	3	0.98	4
- C[C@H](CO)N1C[C@H](C)[C@@H](CN(C)S(=O)(=O)c2cccc(F)c2)Oc2ncc(Br)cc2C1=O
  -0.5	2	/	14	3	/	/	/
- OC(CNCc1ccccc1C(F)(F)F)C(F)(F)F (configuration not stated)
  0.0	4	-8	9	-8	-1	0.83	1
- CCSc1ncc(C#N)c(=O)[nH]1
  -1.9	1	-2	30	10	-3	1.1	1
- CC(OC(=O)CNC(=O)c1ccc(Cl)c([N+](=O)[O-])c1)C(=O)NC1CCCCC1C (configuration not stated)
  -1.7	0	-7	-6	11	0	0.94	-3
- CC(=O)NCCc1nc2ccccc2n1CCc1ccccc1
  4.1	5	/	-1	0	2	/	-5
- CC(C)C(=O)Nc1nc2cc3c(cc2s1)OCCO3
  0.4	0	33	22	0	1	0.91	-6

Continued.
Second line of a record: MPTP inh	SENP1 FRET inh	SENP6 inh	SENP8 inh	PfG6PD inh	GRIN3A LBD mod	hIAP act	ATG4B inhibitor
- CC1(C)CC(=O)C/C(=N\NC(=O)C2C3CCCCC32)C1 (configuration not stated)
  2.2	-5	-8	3	-4	-3	1.1	-19
- C=CCNC(=S)N1CCN(Cc2ccc3c(c2)OCO3)CC1
  -0.9	0	-16	4	-2	0	1.1	-4
- COc1cccc2cc(-c3nnc(SCC(=O)NCc4ccccc4)n3C)oc12
  -0.4	0	-4	15	-6	0	0.95	0
- Cc1noc(C)c1NC(=O)Nc1cccc2c1O[C@@H](CN(C)C(=O)Nc1ccc3c(c1)OCO3)[C@@H](C)CN([C@H](C)CO)C2=O
  0.1	0	-7	12	12	-1	1.1	-3
- S=C(NCc1cccnc1)Nc1cccc(Cl)c1
  -1.1	0	-8	31	-6	2	1	-5
- Cc1cc(C)n(/C(=C\N(C)C)C(=O)c2cccc([N+](=O)[O-])c2)n1
  1.0	1	-4	23	-6	0	0.97	8
- CCOC(=O)N1CCN(C(=O)C2CCN(S(=O)(=O)N(CC)CC)CC2)CC1
  -0.3	0	-3	15	-8	-2	0.85	-3
- COc1ccccc1N(CC(=O)NCCN1CCOCC1)S(=O)(=O)c1ccccc1
  0.1	1	-16	12	-4	-1	1	-12
- COc1ccc(C(=O)C(C)OC(=O)C2CC3CCCC(C2)C3=O)cc1 (configuration not stated)
  0.8	0	/	17	-26	/	/	/
- O=C(c1ccccc1)N1CCN(C(=O)c2ccccc2)c2ccccc21
  0.5	-1	/	5	21	-1	/	-13
- CC1(C)CN=c2s/c(=C\c3ccc(Cl)cc3)c(=O)n2C1
  2.0	-2	5	4	13	0	0.83	5
- CCC(=O)N(Cc1cc(=O)[nH]c2ccccc12)c1ccccc1C
  -0.1	-2	6	-9	7	1	0.95	-7
- CC(=O)c1sc(NC(=O)c2cnc(Cl)c(Cl)c2)nc1C
  3.2	5	84*	-28	62*	-2	0.84	-2
- CCOC(=O)c1ccc(NC(=O)c2nc[nH]c2C(=O)N[C@@H](CCCCNC(=O)OC(C)(C)C)C(=O)OC(C)(C)C)cc1
  0.0	0	-11	3	26	-24	1.3	-5
- Cc1cc(F)ccc1S(=O)(=O)Nc1ccc(C(=O)N2CCCCC2)cc1
  0.0	3	-9	2	-5	1	1.1	-7
- CCOc1ccc(OCC)c(NC(=O)CCCN2C(=S)NC(C)(C)CC2C)c1 (configuration not stated)
  -0.8	1	10	14	-4	1	1.1	6
- O=C(CCN1CCC(c2ccccc2)C1)c1ccccc1 (configuration not stated)
  2.3	0	-5	11	3	2	1.1	1
- CCCCOc1ccc(Cn2c(=O)oc3ccccc32)cc1
  0.8	-1	1	31	5	3	1.5	0
- Cc1nc2nc[nH]n2c(=O)c1C/C=C/c1ccccc1
  -0.2	2	2	10	4	1	0.89	-3
- O=C(Nc1nccs1)NC1CCCCC1
  2.5	0	-7	16	-5	2	0.86	-7

The closing 3 compounds of the part above lead into the next:
Second line of a record: MPTP inh	SENP1 FRET inh	SENP6 inh	SENP8 inh	PfG6PD inh	GRIN3A LBD mod	hIAP act	ATG4B inhibitor
- CCCCOc1ccc(Cn2c(=O)oc3ccccc32)cc1
  0.8	-1	1	31	5	3	1.5	0
- Cc1nc2nc[nH]n2c(=O)c1C/C=C/c1ccccc1
  -0.2	2	2	10	4	1	0.89	-3
- O=C(Nc1nccs1)NC1CCCCC1
  2.5	0	-7	16	-5	2	0.86	-7
- CCc1[nH]nc(C(=O)N/N=C/c2ccncc2)c1C
  -0.9	1	-5	2	4	-3	0.93	-4
- CCO[C@@H]1OC(C(=O)N2CCN(Cc3ccc4c(c3)OCO4)CC2)=C[C@H](c2coc3ccccc3c2=O)[C@H]1CCCO
  2.1	3	-21	10	11	0	1.1	-16
- O=C(N/N=C/c1cn(-c2ccccc2)nc1-c1cc2ccccc2o1)c1ccncc1
  4.7	1	-11	-128	3	8	1.1	12
- Cc1ccc(O)c(NS(=O)(=O)c2cccc3nsnc23)c1
  -0.4	6	-10	13	28	3	1.1	0
- CCC(CO)NC1=CC(=O)CCC1 (configuration not stated)
  2.4	-12	4	-18	-6	3	1.1	-4
- O=C(NCc1ccccc1CN1CCCC1)c1cccc(N2CCCC2=O)c1
  0.0	-11	14	-5	6	0	0.95	-4
- CC(=O)c1c(C)[nH]c(C(=O)Nc2nc(-c3ccc(Cl)cc3)cs2)c1C
  94*	1	-21	-113	8	-4	1	-11
- CC1Cc2nc(SCC(=O)Nc3ccc(F)cc3F)n(C)c(=O)c2S1 (configuration not stated)
  0.5	1	-10	11	-16	-4	1.4	-7
- CN=C(C)/C(C(=O)OC)=C(/O)c1ccc(Cl)cc1Cl
  1.0	0	-28	5	-15	4	0.95	4
- Cc1nc2ccccc2n1Cc1ccccc1Br
  73*	1	-15	6	-2	-1	0.96	-4
- CCN(CC(=O)NC(C)C)C(=O)c1ccc(Cl)cc1
  -0.2	0	/	13	8	-1	/	3
- COc1ccc(S(=O)(=O)N2CCN(c3ccc(F)cc3)CC2)cc1OC
  0.5	3	-5	17	-7	2	0.85	-4

Screening results from PubChem.
